UPR XBP1 act: activators of adaptive arm of unfolded protein response (XBP1) | actives 0.33% (n = 330,000) | activation, % at 20 µM | AID 463104 | CHO-XBP1 luciferase reporter, IRE1-XBP1 UPR activation, luminescence; percent of tunicamycin response, DMSO as zero;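 active = versus positive control, 20 µM dose yields 30% or more activation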;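 note: 100% = tunicamycin at 10 µg/mL and 0% = DMSO only wells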
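Material – CHO cell line with stable XBP1 luciferase reporter · Buffer or medium – F12 plus 10% FBS · Compound – single point, 20 µM final compound, 1% DMSO · Schedule – 16-18 h cell attachment at 37 °C, then 6 h compound exposure · Signal – Steady-Glo luminescence read · Benchmarks – high control tunicamycin 10 µg/mL final, low control DMSO vehicle only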
CXCR6 inh: inhibitors of human CXCR6 receptor; O00574; CHO-K1 PathHunter CXCR6 beta-arrestin, luminescence; inhibition, % at 20 µM; actives 0.36% (n = 360,000); in the data active = inhibition above about 34%, passing the limit was not always enough;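 note: antagonist mode with CXCL16 agonist at 10 nM final; 0% = 10 nM CXCL16 with DMSO and 100% = unstimulated wells without agonist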
Target sequence (O00574 whole entry, looked up): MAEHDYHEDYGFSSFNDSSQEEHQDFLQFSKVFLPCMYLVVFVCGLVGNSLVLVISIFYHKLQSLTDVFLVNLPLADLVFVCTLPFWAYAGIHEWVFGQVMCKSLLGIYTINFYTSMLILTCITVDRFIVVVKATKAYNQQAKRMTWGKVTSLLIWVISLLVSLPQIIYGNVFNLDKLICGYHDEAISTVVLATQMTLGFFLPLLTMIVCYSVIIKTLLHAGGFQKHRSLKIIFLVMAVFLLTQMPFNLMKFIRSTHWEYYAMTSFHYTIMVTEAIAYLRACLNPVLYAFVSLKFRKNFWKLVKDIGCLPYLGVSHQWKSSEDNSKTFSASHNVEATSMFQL
UPR CHOP act: apoptotic UPR (CHOP) activation; actives 0.34% (n = 330,000); AID 449763; CHO-CHOP luciferase reporter, luminescence; percent of tunicamycin response over DMSO baseline; activation, % at 10 µM;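 active = at 10 µM dose, activation of 40% or more, normalized to positive control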;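 note: 100% = tunicamycin at 10 µg/mL and 0% = DMSO alone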
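Assay system: CHO-CHOP cells, stable luciferase reporter of PERK-eIF2a-CHOP signalling / Buffer or medium: F12 plus 10% serum / Compound dosing: one dose, 10 µM in 0.5% DMSO / Times: 6 h compound treatment, 37 °C / Technique: luciferase luminescence / Read-out: % reporter activation, DMSO baseline versus tunicamycin full activation / Benchmarks: tunicamycin and DMSO controls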
tim23-1 inh: tim23-1 yeast growth inhibition; actives 1.3% (n = 330,000); inhibition, % at 20 µM; AID 463212; S. cerevisiae tim23-1 growth, BacTiter-Glo luminescence, 24 h;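 active = growth inhibition of the mutant yeast at or above 50%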;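 note: temperature-sensitive mutant grown at 25 °C; plate controls were DMSO-treated mutant yeast for no effect and medium wells lacking yeast for full effect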
Mdm2 MdmX PPI: human Mdm2/MdmX binding inhibition | inhibition, % at 8 µM | actives 3% (n = 330,000) | SaOS-2 split-luciferase Mdm2/MdmX complementation, luminescence | AID 485346;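 active = inhibition of at least 50% at 8 µM in the primary screen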
TIM10 inh: TIM10 yeast growth inhibition | S. cerevisiae TIM10 strain growth, BacTiter-Glo luminescence, 24 h | inhibition, % at 10 µM | actives 1.4% (n = 330,000) | AID 463195;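 active = inhibition of 40% or more at the single tested concentration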;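 note: wild-type TIM10 isogenic control strain grown at permissive 25 °C; 0% = DMSO yeast wells and 100% = minimal medium wells without yeast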
APJ antagonist: APJ receptor antagonism | P35414 | CHO-K1 APJ beta-arrestin complementation, luminescence | inhibition, % at 20 µM | actives 0.32% (n = 330,000) | AID 2521;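 active = inhibition above about 40% at 20 µM, limit read from the data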;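 note: cells challenged with 10 nM apelin-13 agonist together with compound; plate controls were apelin-13 plus DMSO wells for no effect and DMSO wells lacking apelin-13 for full effect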
Target sequence (P35414 whole entry, looked up): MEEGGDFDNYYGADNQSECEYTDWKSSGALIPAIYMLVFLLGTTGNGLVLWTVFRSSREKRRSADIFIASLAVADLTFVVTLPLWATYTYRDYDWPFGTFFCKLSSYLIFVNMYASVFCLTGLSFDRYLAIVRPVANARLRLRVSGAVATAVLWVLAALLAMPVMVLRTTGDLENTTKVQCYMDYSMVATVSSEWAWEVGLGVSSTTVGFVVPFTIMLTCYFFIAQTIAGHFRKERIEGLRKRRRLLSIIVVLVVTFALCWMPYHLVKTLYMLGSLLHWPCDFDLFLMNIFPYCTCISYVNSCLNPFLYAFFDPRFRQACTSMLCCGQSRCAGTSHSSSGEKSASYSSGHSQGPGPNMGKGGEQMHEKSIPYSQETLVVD
tim10-1 inh: inhibits growth of tim10-1 mutant yeast; AID 463190; actives 2.2% (n = 330,000); inhibition, % at 20 µM; S. cerevisiae tim10-1 ts strain growth, BacTiter-Glo, 24 h;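 active = inhibition of at least 40%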;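 note: mutant grown at 25 °C; 0% = DMSO wells with yeast and 100% = wells holding no yeast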
APJ agonist: APJ receptor agonism; P35414; CHO-K1 APJ PathHunter beta-arrestin, luminescence; 0% DMSO wells, 100% apelin; activation, % at 20 µM; actives 0.11% (n = 330,000);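 active = activation more than six SD over the plate average, tested at 20 µM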;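 note: 0% = DMSO alone and 100% = apelin-13 at 10 nM; some results filed as inactive read as strong as hits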
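Assay system: CHO-K1 APJ beta-arrestin complementation cell line / Compound: single test compound dose, 20 µM final, 1% DMSO / Times: overnight seeding, 90 min compound at 25 °C, 1 h detection / Technique: beta-gal luminescence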
The depositor's hits bear a star.

SMILES	UPR XBP1 act	CXCR6 inh	UPR CHOP act	tim23-1 inh	Mdm2 MdmX PPI	TIM10 inh	APJ antagonist	tim10-1 inh	APJ agonist
O=C(C1CCN(S(=O)(=O)c2cccnc2)CC1)N1CCN(C2CCCC2)CC1	-1	3	-0.5	12	14	8	18	-2	-5
Cc1cc(Br)ccc1NC(=O)CN(C)C(=O)COc1cccc2c1OC(C)(C)C2	-2	0	-0.5	-3	15	-9	-1	0	-3
CCc1ccccc1NC(=O)c1ccc2snnc2c1	-1	5	0.4	3	25	-15	3	-8	11
Cc1nnc(SCC(=O)Nc2nc(-c3ccc(F)cc3)cs2)[nH]c1=O	3	0	1.1	2	-7	11	-4	0	-1
N#Cc1ccccc1S(=O)(=O)N1CCN(C(=O)c2cc(=O)[nH]c3ccccc23)CC1	2	-1	1.7	-10	4	-4	6	3	0
CC(C)CNc1nc2c(c(=O)n(C)c(=O)n2C)n1Cc1cccc(Br)c1	-4	8	1.9	4	15	-4	-12	9	-2
COCCCn1nnnc1SCC(=O)Nc1nc(C)c(C)s1	2	11	4.6	11	8	11	7	7	-3
CC(C)NC(=O)CCCN1C(=O)c2ccccc2Sc2ncccc21	-4	0	0.4	8	-6	-15	0	12	-1
Nc1nn(-c2ccccc2)c(N)c1N=Nc1ccccc1	2	-2	6.8	-6	-171	0	-17	-34	5
Cc1onc(-c2ccccc2)c1C(=O)NC(=S)NNC(=O)c1ccc(O)cc1O	0	17	-0.4	28	59*	-20	4	11	-1
COC(=O)c1ccc2ccccc2n1	5	-3	2.5	-5	10	-3	-17	-11	0
CC1(C)CC(=O)C2=C(C1)OC(N)=C(C#N)C2C#Cc1ccccc1 (stereo unspecified)	2	4	3.2	-9	16	30	11	19	3
CC(=O)Nc1cccc(NC(=O)c2cc([N+](=O)[O-])ccc2N2CCCCC2)c1	2	16	-0.4	15	24	16	-7	11	-5
CN(CC(=O)NCC1CCCCC1)CC(=O)Nc1ccc(F)cc1	0	2	0.3	7	-16	0	12	14	-3
Cc1ccc(N(CC(=O)N/N=C/c2cccnc2)S(=O)(=O)c2ccccc2)cc1	-1	5	-2.5	10	4	17	2	17	-4
COc1ccccc1NC(=O)C(=O)NCC(c1ccco1)N1CCc2ccccc21 (stereo unspecified)	-1	8	0.2	11	23	4	10	9	-3
CCN(CC)C(=O)Cn1cc(S(=O)(=O)CC(=O)Nc2ccc3c(c2)OCCO3)c2ccccc21	-1	-3	4.6	3	-32	-3	-14	7	-3
Oc1ccccc1CNCc1ccccc1	-1	-4	3.3	18	-22	11	4	15	-3
COC(=O)[C@H]1[C@H](c2ccccc2)[C@H](C(=O)OC)O[C@H]1c1ccccc1	-3	2	1.6	24	9	16	4	18	3
COCC(C)NC(=O)Cc1ccc(Cl)cc1 (stereo unspecified)	-1	4	3.3	8	11	-1	-17	-13	-1
COc1ccc(C2CC(c3ccccc3)=NN2S(=O)(=O)c2ccc(C)cc2)c(OC)c1 (stereo unspecified)	1	-15	-1.0	20	12	2	-2	16	-3
C=CCn1c(SCC(=O)c2cccs2)nc2sc(C)cc2c1=O	2	0	-0.9	-6	17	3	3	21	-2
O=C(NNc1ccccn1)C(=O)NNS(=O)(=O)c1ccc(F)cc1	0	-31	-0.5	2	14	3	-15	10	-1
C[C@@]12CCC3[C@@](CCC4[C@@]3(C)CCC[C@@]4(C)C(=O)O)(CC1=O)C2 (stereo partly specified)	-4	2	0.9	40	12	5	-3	29	-2
Cc1[nH]c2ccc(F)cc2c1CCN1C(=O)OC(C)(C)C1(C)O (stereo unspecified)	-4	-5	0.2	15	30	-11	-5	-1	-3
O=C(O)C1CC=CCC1C(=O)Nc1ccccc1C(=O)N1CCN(c2ccccc2)CC1 (stereo unspecified)	-1	1	2.5	14	-14	-1	-12	6	-1
O=C(c1ccc(NS(=O)(=O)c2cccs2)cc1)N1CCN(c2ccccc2Cl)CC1	1	-1	-0.5	13	14	16	4	15	-4
COc1ccc(C2=NN(C(=O)CSc3nc4ccccc4s3)C(c3ccc(OC)cc3)C2)cc1 (stereo unspecified)	-2	2	-1.4	22	8	23	-4	26	-1
CC(NC(=O)CSc1ncnc2nc[nH]c12)c1ccccc1 (stereo unspecified)	0	4	-2.5	-2	10	-17	-3	11	1
CC(C)(C)NC(=O)CN(Cc1cccs1)C(=O)CCC(=O)Nc1nccs1	1	0	-2.5	-6	-1	-15	-4	-19	-7
O=C(CSc1nnc2ncccn12)Nc1cccc2ccccc12	-3	11	1.1	4	-5	-9	0	-4	-5
Cc1cccc(C(=O)NCC(=O)NCC(c2cccs2)N2CCOCC2)c1 (stereo unspecified)	-1	-3	0.6	-11	-5	0	-2	-13	-6
CCCNC(=O)C1(CC2CC(c3ccccc3)=NO2)CCNCC1 (stereo unspecified)	0	-4	-0.4	-7	25	-15	-28	-16	-4
C=CCNC(=O)C1CCC(CNc2nc(=S)[nH]c3ccccc23)CC1 (stereo unspecified)	0	6	2.6	-9	0	-7	15	-13	-3
O=C(NCc1ccc(Cl)cc1)C1CCCN1C(=O)Nc1ccc(F)cc1 (stereo unspecified)	-4	1	0.3	12	-9	-1	7	9	-1
CC(C)CC(=O)Nc1ccc2nn(-c3ccccc3)nc2c1	3	-17	7.1	8	-188	20	-7	-16	3
Cc1nn(CC(=O)Nc2cccc(C(F)(F)F)c2)c(=O)c2cccn12	-1	-1	1.1	4	11	3	10	-2	-3
FC(F)(F)c1cccc(/C=N/NC(=S)NC2CCCCC2)c1	0	7	2.6	-18	25	-2	-2	33	-2
COc1ccc(CC(=O)NCC2(c3ccc(OC)c(OC)c3)CCCC2)cc1	0	-3	1.5	25	-19	10	2	-1	-1
N#CCC(=O)N/N=C/c1cc([N+](=O)[O-])ccc1N1CCOCC1	0	6	1.7	-1	-3	10	21	6	-3
CCc1nnc(NC(=O)C2CC(=O)N(CCc3ccccc3)C2)s1 (stereo unspecified)	1	-2	0.1	7	13	7	11	15	-4
CCCC(=O)Nc1ccc(S(=O)(=O)Nc2cc(OC)nc(OC)n2)cc1	-3	-1	-0.4	-4	11	3	2	6	0
CC(C)NC(=O)c1c(CSc2ccc(Cl)cc2)noc1C(=O)NCc1ccccc1	-2	1	1.3	19	21	7	19	12	3
CS(=O)(=O)c1ccccc1C(=O)Nc1cccc(-c2nc3ccccc3o2)c1	-3	-15	2.9	25	-12	5	-4	29	8
CSCC[C@H](NC(=O)N1CCn2c1nc1ccccc12)C(=O)NCc1ccc(C)cc1	3	6	-0.1	18	1	8	-5	18	-2
CNC1=C([N+](=O)[O-])CC([N+](=O)[O-])=C(N2CCNCC2)N1C	0	0	-1.5	5	1	3	-2	6	-3
Cc1cccc(-c2nc3ccccc3c(=O)[nH]2)c1	4	-7	5.2	11	-17	28	18	16	-5
Cc1ccc(S(=O)(=O)N2CCCCC2)cc1NC(=O)CSc1nnnn1C	-2	-2	-0.5	0	-10	-14	-6	-2	-3
CCCCn1nnc(NC(=O)c2ccco2)n1	-1	-3	3.3	1	25	-13	2	-16	-2
COc1ccc(C2=NNC(c3cccnc3)=Nc3ccc(OC)cc32)cc1	0	0	1.4	23	14	34	-12	-4	-2
C=CCn1c(SCC(=O)NCc2ccco2)nc2sc3c(c2c1=O)CCC3	-4	1	-0.9	8	16	-22	1	25	5
COC(=O)CN1CCN(C(c2ccccc2)c2ccccc2)CC1	3	0	0.3	-2	-12	16	-2	22	-4
O=C(Nc1ccc(S(=O)(=O)Nc2nccs2)cc1)c1ccc(S(=O)(=O)N2CCOCC2)cc1	-1	0	-0.2	7	1	-1	14	9	-3
Cc1nnc(NC(=O)CSc2nnc(-c3ccccc3)n2C)s1	-2	3	-1.8	9	-2	2	9	7	-1
Cc1nc(C)c(C(=O)NNC(=O)Nc2ccc(Cl)cc2)s1	-1	0	1.3	-3	13	-10	22	-19	-1
CN1CCN(C(=O)CN(C)S(=O)(=O)c2ccc(F)cc2)CC1	3	2	1.2	0	16	3	14	1	-4
O=C(NCCCn1ccnc1)C1CC(c2ccccc2Cl)=NO1 (stereo unspecified)	-2	-5	1.5	0	22	2	-4	12	-4
CCN(CC(=O)NCc1cccs1)C(=O)c1cccc(S(=O)(=O)Nc2ccccc2OC)c1	-2	4	2.1	-78	10	-28	2	-29	-1
Cc1cccc(-c2noc(CCC(=O)NCCc3ccccc3)n2)c1	-1	3	-2.3	20	-28	7	8	11	-2
COc1ccccc1-c1noc(CCCC(=O)NC2CCCCC2)n1	0	-9	1.3	2	-16	13	2	-10	-1
The results go on:
SMILES	UPR XBP1 act	CXCR6 inh	UPR CHOP act	tim23-1 inh	Mdm2 MdmX PPI	TIM10 inh	APJ antagonist	tim10-1 inh	APJ agonist
O=C(CSc1ccc2c(c1)OCCO2)Nc1ccc(Br)cc1	0	-3	-2.1	36	13	-23	-24	17	-2
O=C(CCC(=O)N(c1ccccc1)C(C(=O)NC1CCCC1)c1ccncc1)Nc1cccnc1 (stereo unspecified)	-1	-4	-0.1	4	17	7	10	1	-3
CCCCn1c(=O)[nH]c(=O)c2c1nc(-c1ccsc1)n2Cc1ccccc1	-1	15	1.2	16	2	11	2	7	-3
CCOc1ccc(NC(=O)c2ccccc2NC(=O)c2cccnc2)cc1	-4	5	-2.4	17	-17	14	10	16	-2
NC1=NC(=O)C2(COC(c3cccc([N+](=O)[O-])c3)OC2)S1 (stereo unspecified)	-1	-5	-0.5	16	30	8	-16	1	-2
COc1ccc(C(=O)c2c(-c3ccc(OC)cc3)oc3ccccc23)cc1	-1	0	0.9	18	9	21	5	22	-3
COc1ccc(Cl)cc1NS(=O)(=O)c1ccc2c(c1)NC(=O)CCS2	-10	-2	0.2	-2	2	-3	3	0	-7
Cc1[nH]c2ccccc2c1/C=N/NC(=O)CNC(=O)c1ccccc1	-4	-14	1.4	6	-4	-13	-26	9	1
CSc1ccc(S(=O)(=O)NCC(=O)OCC(=O)N2CCCC2=O)cc1[N+](=O)[O-]	-1	-10	-0.2	17	30	-2	-5	9	0
Cc1c(O)ccoc1=O	-3	-3	0.7	-11	-6	-6	-48	0	-2

Reformatted: results already given.
> Cc1nnc(SCC(=O)Nc2nc(-c3ccc(F)cc3)cs2)[nH]c1=O
  UPR XBP1 act = 3 | CXCR6 inh = 0 | UPR CHOP act = 1.1 | tim23-1 inh = 2 | Mdm2 MdmX PPI = -7 | TIM10 inh = 11 | APJ antagonist = -4 | tim10-1 inh = 0 | APJ agonist = -1

> N#Cc1ccccc1S(=O)(=O)N1CCN(C(=O)c2cc(=O)[nH]c3ccccc23)CC1
  UPR XBP1 act = 2 | CXCR6 inh = -1 | UPR CHOP act = 1.7 | tim23-1 inh = -10 | Mdm2 MdmX PPI = 4 | TIM10 inh = -4 | APJ antagonist = 6 | tim10-1 inh = 3 | APJ agonist = 0

> CC(C)CNc1nc2c(c(=O)n(C)c(=O)n2C)n1Cc1cccc(Br)c1
  UPR XBP1 act = -4 | CXCR6 inh = 8 | UPR CHOP act = 1.9 | tim23-1 inh = 4 | Mdm2 MdmX PPI = 15 | TIM10 inh = -4 | APJ antagonist = -12 | tim10-1 inh = 9 | APJ agonist = -2

Screening results from PubChem BioAssay.

Not all compounds are listed, so the mix of outcomes need not match the whole.
